ER stress death: ER stress cell death inhibition. CSM14.1 thapsigargin ER stress survival, ATP luminescence. relative survival (cellular ATP), % at 15 µg/mL (by protocol). 48,000 tested, 0.33% active;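 active means survival measured by cellular ATP above 50% at 15 µg/ml in the first screen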;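 further: cell death triggered by about 15 µM thapsigargin; ATP read 24 h after thapsigargin was added; plate controls were thapsigargin with DMSO for no effect and DMSO without thapsigargin for full effect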
* marks the source's active call; other numbers are inactive results. This is a subset. The share of hits here may be higher or lower than overall.

SMILES,ER stress death
CC(C)COc1ccc(/C=C2\SC(=S)NC2=O)c2ccccc12,16.9
Cc1cccc(CC2CC(=O)N(c3ccc(C)cc3Br)C2=O)c1 (configuration not stated),10.9
COc1ccc(C2Nc3ccccc3C(=O)N2Cc2ccccc2)cc1CSc1ccccn1 (configuration not stated),0.9
O=C(Nc1cccc(Cl)c1)c1cccc(NC(=O)c2ccc(Cl)cc2Cl)c1,5.8
CCOc1ccc(/C=C2/SC(NC(C)=O)=NC2=O)cc1,8.6
CN1C(=O)N(C)C(NC(=O)NC(C)(C)C)C1NC(=O)NC(C)(C)C (configuration not stated),1.3
CC(C)(C)c1ccc(C(=O)N2CCN(C/C=C/c3ccccc3)CC2)cc1,-5.2
CC(=O)C(C(C)=O)C1c2ccccc2Oc2ccc(Cl)cc21 (configuration not stated),7.6
COc1ccc(/C=N/n2c(C)nnc2C)cc1,14.5
CCCCOC(=O)c1ccc(NC(=O)c2ccccc2OC)cc1,3.4
CCOC(=O)C1C(=O)C=C(c2ccc([N+](=O)[O-])cc2)CC1c1ccccc1 (configuration not stated),5.1
Cc1ccc(C2/C(=C(\O)c3ccccc3)C(=O)C(=O)N2CCCCCC(=O)O)cc1 (configuration not stated),2.3
Cc1ccc(N2C(=O)CC(N(C)Cc3ccccc3)C2=O)c(C)c1 (configuration not stated),-1.0
O=C1c2cccc3cccc(c23)C(=O)N1c1nc(-c2ccccc2)cs1,7.7
c1ccc(-c2cc(-c3ccccc3)n(-c3ncn[nH]3)n2)cc1,-9.3
Cc1cc(C)cc(OCCCCN2CCCCC2)c1,-12.3
CCc1ccc(C(=O)CC(c2ccccc2)C2CCCCC2=O)cc1 (configuration not stated),3.8
Nc1cc(-c2cccc(Br)c2)nn1Cc1ccccc1,-0.3
COc1ccc(NC(=O)c2cccc(C)c2)cc1Cl,1.4
O=C(CSc1nsc(SCC(=O)Nc2ccc(Cl)c(Cl)c2)n1)Nc1ccc(Cl)c(Cl)c1,2.3

(next part)
SMILES,ER stress death
CCOc1ccccc1NC(=O)CN(c1ccc(F)cc1)S(=O)(=O)c1ccccc1,-3.7
O=C(NN1C(=O)/C(=C/c2ccccc2)SC1=S)c1cccnc1,-4.2
O=C(CSc1cccc2cccnc12)c1ccc(Cl)cc1Cl,4.9
Cc1cc2c(cc1C)CN(c1ccc(C=Nc3ccc(Cl)cc3)cc1)C2,11.7
COC(=O)COc1ccc(/C=C2\C(=O)NC(=O)N(c3ccc(C(C)C)cc3)C2=O)cc1OC,11.4
COc1ccc(C(=O)Nc2ccc(S(=O)(=O)Nc3cc(C)on3)cc2)c(OC)c1,2.8
c1ccc(N(c2ccccc2)c2nc(-n3cnc4ccccc43)nc(-n3cnc4ccccc43)n2)cc1,0.6
O=C(c1ccccc1)c1ccc(N2CCCC2)c(F)c1,1.9
COc1cccc(OC)c1OCCCCOc1c(OC)cccc1OC,3.9
Cc1ccc(OCC(=O)Nc2cc([N+](=O)[O-])ccc2C)c(C(C)(C)C)c1,4.1
Cc1cc(C)nc(SC(C)C(=O)N/N=C/c2ccc(Br)cc2)n1 (configuration not stated),0.5
CC(NC(=O)CSc1nc2sc3c(c2c(=O)n1-c1ccccc1)CCCC3)c1ccccc1 (configuration not stated),5.9
O=C(CSc1nc2ccccc2[nH]1)NC(c1ccccc1)c1ccccc1,4.9
COC(=O)c1c(NC(=O)c2cccc(Cl)c2)sc(C)c1C,0.6
O=C1C(=O)N(c2ccccc2)C(c2ccc(O)cc2)/C1=C(\O)c1ccc(Br)cc1 (configuration not stated),-3.8
CC(C)CCOc1ccc(CN=C(N)N=C(N)N)cc1Cl,-4.1
COc1cccc(/C=N/N2CCN(Cc3ccc(Cl)cc3)CC2)c1,-4.1
COc1ccc(N2C(=O)c3ccc(OCCOc4ccc5c(c4)C(=O)N(c4ccc(OC)cc4)C5=O)cc3C2=O)cc1,11.5
NS(=O)(=O)c1ccc(CCNC(=O)NC2CCCCC2)cc1,-1.9
O=C(Nc1ccc(F)cc1F)c1cccc(F)c1,1.8

(cont.)
SMILES,ER stress death
CC(=O)CC1[C@@]2(C)CCCC(C)(C)C2CC[C@@]1(C)O (some centres not stated),3.7
Cc1cc(Cl)c(OCCN2CCOCC2)c(Cl)c1,-1.8
N#C/C(=C\c1ccc(-c2cccc(C(F)(F)F)c2)o1)C(=O)O,6.7
CCOC(=O)c1c(C)oc2ccc(OC(=O)c3ccccc3C)cc12,1.4
Cc1cc(C)c2oc(-c3cccc(NC(=S)NC(=O)c4ccco4)c3)nc2c1,2.0
FC(F)(F)c1cccc(NC(=S)NCCc2ccccc2)c1,7.2
O=C(Nc1ccc(-c2nc3ccccc3o2)c(O)c1)c1cc2ccccc2oc1=O,-2.5
COc1ccc([N+](=O)[O-])cc1-c1ccc(/C=C(\C#N)c2nc3ccc(C)cc3[nH]2)o1,9.8
C=CCNC(=O)CN(c1ccc(OC)cc1OC)S(C)(=O)=O,1.9
CC(C)(C)c1ccc2[nH]c3c(c2c1)CCC/C3=N\O,-2.9
CCOc1cc(OCC)cc(C(=O)Nc2cc(Cl)cc(Cl)c2)c1,1.2
O=C(OCC(O)CNC12CC3CC(CC(C3)C1)C2)C12CC3CC(CC(C3)C1)C2 (configuration not stated),-30.7
O=C1NN(c2ccccc2)C(=O)/C1=C/c1ccc(-c2ccc(C(=O)O)cc2)o1,1.8
Cc1cc(OCC(=O)Nc2cccnc2)ccc1Cl,-3.7
COc1ccc2c(c1OC)C(=O)OC2Nc1cc(C)ccc1O (configuration not stated),4.5
CC1CCN(S(=O)(=O)c2ccc(NC(=O)c3ccc(-c4ccccc4)cc3)cc2)CC1,0.8
COc1ccc(C2/C(=C(/O)c3ccccc3)C(=O)C(=O)N2c2cccc([N+](=O)[O-])c2)cc1OC (configuration not stated),2.6
COc1ccc(OC)c(N/C(=N/S(=O)(=O)c2ccc(C)cc2)Nc2nc(C)cc(C)n2)c1,2.0
COCCOC(=O)c1c(C)oc2ccc(OCc3cccc(Cl)c3)cc12,2.1
O=C(CSc1nnnn1-c1ccccc1)C1CC1,3.5

The list continues:
SMILES,ER stress death
O=C(O)c1ccc(Oc2ccc(S(=O)(=O)c3ccc(Cl)cc3)cc2)cc1,7.3
COc1ccc(Br)cc1C(=O)Nc1ccc(-c2nc3ccccc3s2)c(O)c1,9.0
O=C(Nc1ccccc1C(=O)O)c1ccc(NC(=O)C(c2ccccc2)c2ccccc2)cc1,2.1
OCCN=Cc1ccc(Cl)cc1Cl,4.9
COc1ccc(C2/C(=C(\O)c3ccccc3)C(=O)C(=O)N2CCCCCC(=O)O)cc1OC (configuration not stated),7.1
Nc1c([N+](=O)[O-])cc(Cl)c2c1C(=O)c1ccccc1C2=O,3.2
CC(=O)N1CCN(c2ccc(NC(=O)c3ccccc3Cl)cc2)CC1,2.1
COc1cc(/C=C2/S/C(=N\S(=O)(=O)c3ccccc3)NC2=O)ccc1O,-6.7
CCOc1ccc(NC(=O)/C=C/c2ccc(OC)c(Br)c2)cc1,15.1
Cc1cc(Cl)ccc1N(CC(=O)NCc1ccco1)S(=O)(=O)c1ccccc1,7.9
COC(=O)c1cccc(-c2ccc(/C=C3\C(=O)N(c4ccc(S(N)(=O)=O)cc4)N=C3C)o2)c1,-0.4
O=C(Nc1ccccc1Cl)C1C(c2ccccc2)C1(Cl)Cl (configuration not stated),2.4
CCOC(=O)c1ccc(-c2ccc(C(=O)Nc3ccc(-c4nc5ccccc5o4)c(O)c3)o2)cc1,3.8
CC(C)c1ccc(NS(=O)(=O)c2ccc([N+](=O)[O-])cc2)cc1,14.4
COc1ccc(OC)c(/C=C2N=C(/C=C/c3ccccc3)OC/2=O)c1,1.8
Cc1c(-c2cccc(Cl)c2)nc2ccccc2c1C(=O)O,2.2
CC1=C(C(=O)OCC2CCCO2)C(c2cccc(C(F)(F)F)c2)C2=C(CCCC2=O)N1 (configuration not stated),1.2
N#C/C(=C\c1ccc(-c2ccc(Cl)c(Cl)c2)o1)C(N)=O,-2.2
CCCCc1c(C)[nH]c2ccc(C(=O)O)cc2c1=S,-1.1
COc1cccc(/C=C2/C(=O)NN(c3ccc(C)cc3)C2=O)c1O,7.3

The results go on:
SMILES,ER stress death
COCCNC(=O)c1cc2nc(-c3ccc(OC)c(OC)c3)cc(C(F)(F)F)n2n1,4.4
CCOC(=O)C1=C(c2ccccc2)N=c2s/c(=C\c3cccc(O)c3)c(=O)n2C1c1cccs1 (configuration not stated),13.0
O=C(O)C1(P(=O)(c2ccccc2)c2ccccc2)CC1,-0.4
CC1=NN(C(=O)COc2ccccc2)C(O)(C(F)(F)F)C1 (configuration not stated),3.1
Cc1ccc(C2(c3ccc(C)cc3)CC2C(=O)Nc2ccncc2)cc1 (configuration not stated),-1.3
O=C(O)c1ccc(N2Cc3ccccc3C2)cc1,4.9
Cc1ccc(-c2cc(C(=O)NCC(C)C)c3ccccc3n2)c(C)c1,8.4
CCOCCOC(=O)C1=C(C)NC2=C(C(=O)CCC2)C1c1cccc(OC)c1OC (configuration not stated),3.8
CC1CN(c2ccc([N+](=O)[O-])cc2Cl)CC(C)N1/C(=N\O)c1nonc1N (configuration not stated),-3.6
O=C(COc1ccccc1)Nc1cccc(NC(=O)c2ccco2)c1,9.0
COc1cccc2cc(C(C)=O)c(=O)oc12,4.1
CCCC(=O)c1ccc(N2CCN(C(=O)c3cccs3)CC2)c(F)c1,-4.6
O=C(NCc1ccc(Cl)c(Cl)c1)c1ccccc1F,2.2
Cc1ccc(OCC(=O)NNC(=O)c2ccc(Cl)c(Cl)c2)c(C)c1,9.1
O=C1/C(=C/c2ccc(-c3cccc([N+](=O)[O-])c3)o2)SC(=S)N1Cc1ccco1,13.8
COc1cc(C)c(CNc2ccccc2)cc1C,9.8
CCOc1ccc(N2C(=O)/C(=C/c3ccc(-c4ccc([N+](=O)[O-])cc4C)o3)C(=O)NC2=S)cc1,6.4
COc1cc(/C=C2\C(=O)NC(=S)N(c3ccccc3)C2=O)cc([N+](=O)[O-])c1O,4.7
COc1ccc(CNC2CC(C)N(C)CC2C)cc1OC (configuration not stated),-3.5
C/C(=N\NC(=O)Cc1ccc([N+](=O)[O-])cc1)c1ccc(Br)s1,0.5

Going on with the list:
SMILES,ER stress death
N#CC1(C(=O)Nc2ccc(C(=O)O)cc2)CC2c3ccccc3C1c1ccccc12 (configuration not stated),12.1
O=[N+]([O-])c1ccc(S(=O)(=O)N(CCO)C2CCCCC2)cc1,10.3
C=C(C)CSc1nc2sc3c(c2c(=O)n1CC(=C)C)CCC3,6.5
COc1ccc2c(=O)cc(C(F)(F)C(F)(F)C(F)(F)C(F)F)oc2c1,7.5
CCc1sc(-c2c(C#N)c(N)nc3c2CCCCC3)cc1Br,8.1
Cc1cc(C)cc(NC(=O)CN(c2ccc(Cl)cc2)S(C)(=O)=O)c1,8.0
Cc1oc2cc(OCC(=O)OCc3ccccc3)ccc2c(=O)c1-c1nc2ccccc2s1,2.0
COc1ccc(O)c(/C=N/c2ncn[nH]2)c1,15.0
COc1ccc(OC)c(N=CC2=C(O)CC(C)(C)CC2=O)c1,9.4
O=S(=O)(c1ccccc1)N1CCN(C/C=C/c2ccccc2)CC1,0.6
O=C(c1ccco1)N1CCN(C2CC3CCC2C3)CC1 (configuration not stated),-2.0
C=CCN1C(=O)/C(=C/c2ccc(OCC)cc2O)SC1=S,1.1
O=P(Cc1ccccn1)(c1ccccc1)c1ccccc1,-1.9
O=C(Nc1ccc2oc(-c3cccc(Br)c3)nc2c1)c1ccc([N+](=O)[O-])cc1Cl,-4.7
COC(=O)C1=C(C)N(CC2CCCO2)C(=O)/C1=C\c1ccccc1OC (configuration not stated),-6.8
Cc1cc(Cl)ccc1OCC(=O)Nc1c(C)ccc2nsnc12,11.0
COC(=O)c1ccccc1NC(=O)CN(c1ccc(C)cc1)S(C)(=O)=O,2.4
CCN(CC)c1ccc(C=C(C#N)C#N)c(OC)c1,0.2
CCCCOC(=O)CCN1C(=O)/C(=C/c2ccc3c(c2)OCO3)SC1=S,17.6
O=C(O)/C=C/C(=O)Nc1ccc2c(c1)OCO2,3.4

The listing continues:
SMILES,ER stress death
O=C(Cc1ccccc1)NCc1ccco1,10.7
O=C(Nc1ccccn1)c1ccccc1O,2.4
O=C(Nc1ccc(NC(=O)c2ccc(-c3ccc(F)cc3)o2)cc1)c1ccco1,-4.0
Cc1cc(=O)n2[nH]c(-c3ccccc3Cl)cc2n1,-3.6
CN(C)Cc1c(O)ccc2occ(C(=O)c3cccs3)c12,-17.4
CC(C)(Cc1ccc(O)cc1)NC(=O)SCc1ccccc1,-4.2
S=C(c1cccc(OCc2ccccc2)c1)N1CCOCC1,12.8
COC(=O)c1sc(NC(=O)c2cccc(F)c2)c(C(=O)OC)c1C,2.3
COc1ccc(/C=C/C(=O)NCCc2nc3ccccc3[nH]2)cc1OC,-5.7

Molecules above with an NH in an aromatic ring, in the order listed:
SMILES,ER stress death
c1ccc(-c2cc(-c3ccccc3)n(-c3ncn[nH]3)n2)cc1,-9.3
O=C(CSc1nc2ccccc2[nH]1)NC(c1ccccc1)c1ccccc1,4.9
COc1ccc([N+](=O)[O-])cc1-c1ccc(/C=C(\C#N)c2nc3ccc(C)cc3[nH]2)o1,9.8
CC(C)(C)c1ccc2[nH]c3c(c2c1)CCC/C3=N\O,-2.9
CCCCc1c(C)[nH]c2ccc(C(=O)O)cc2c1=S,-1.1
COc1ccc(O)c(/C=N/c2ncn[nH]2)c1,15.0
Cc1cc(=O)n2[nH]c(-c3ccccc3Cl)cc2n1,-3.6
COc1ccc(/C=C/C(=O)NCCc2nc3ccccc3[nH]2)cc1OC,-5.7
